# M1 antag = blocks human M1 muscarinic receptor | CHO-K1 hM1, Fluo-8 calcium fluorescence, ACh EC80 antagonist | 1.3% of 360,000 active | inhibition, % at 3 µM;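 active means percent inhibition above its own plate's cutoff, namely the mean of that plate's compound wells plus 3 SD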;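 further: peak over basal fluorescence ratio during 140 s after agonist addition; 0% = ACh EC80 plus DMSO and 100% = DMSO alone without agonist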
# Target sequence (P11229 whole entry, looked up): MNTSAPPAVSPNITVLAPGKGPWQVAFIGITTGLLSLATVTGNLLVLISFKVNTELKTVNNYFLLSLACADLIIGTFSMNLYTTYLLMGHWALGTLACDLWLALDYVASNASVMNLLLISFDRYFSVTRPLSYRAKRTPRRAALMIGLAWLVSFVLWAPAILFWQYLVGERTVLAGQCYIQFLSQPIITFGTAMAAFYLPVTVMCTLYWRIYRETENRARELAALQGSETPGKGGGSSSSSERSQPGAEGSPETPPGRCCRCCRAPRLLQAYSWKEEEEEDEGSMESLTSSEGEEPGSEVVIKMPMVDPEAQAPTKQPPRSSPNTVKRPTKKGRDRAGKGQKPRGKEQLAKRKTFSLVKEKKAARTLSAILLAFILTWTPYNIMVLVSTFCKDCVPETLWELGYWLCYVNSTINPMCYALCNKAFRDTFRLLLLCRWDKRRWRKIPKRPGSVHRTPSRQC
# CRFR2-BP ag = agonists of human CRF-binding protein/CRF-R2 receptor complex; HEK293 CRF-R2/CRF-BP, calcium dye fluorescence (FLIPR); percent of saturating CRF peptide response; activation, % at 13.2 µM; 0.46% of 350,000 active; AID 588473;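 active means activation of at least 50%, plus an integration ratio under a set limit after plate pattern correction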;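 further: plate controls were neutral control wells without compound for no effect and CRF at EC100 for full effect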
# CHRM1 PAM = human CHRM1 positive allosteric modulation; 0.088% of 360,000 active; activation, % at 3 µM; CHO-K1 hM1, Fluo-8 calcium fluorescence, ACh EC20; 0% = ACh EC20, 100% = maximal ACh; in the data active means activation above about 19%, passing the limit was not always enough
# CHRM4 agonist = CHRM4 agonism in calcium assay. 0.14% of 360,000 active. P08173. CHO-K1 hM4/Gqi5, Fluo-8 calcium fluorescence; vehicle 0%, full acetylcholine response 100%. activation, % at 3 µM;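 active means activation above the run mean over all test wells plus 3 SD, cut at about 32% in these data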;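 further: peak over basal fluorescence ratio per well then scaled between controls; 0% = DMSO wells and 100% = acetylcholine at EC100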
# Target sequence (P08173 whole entry, looked up): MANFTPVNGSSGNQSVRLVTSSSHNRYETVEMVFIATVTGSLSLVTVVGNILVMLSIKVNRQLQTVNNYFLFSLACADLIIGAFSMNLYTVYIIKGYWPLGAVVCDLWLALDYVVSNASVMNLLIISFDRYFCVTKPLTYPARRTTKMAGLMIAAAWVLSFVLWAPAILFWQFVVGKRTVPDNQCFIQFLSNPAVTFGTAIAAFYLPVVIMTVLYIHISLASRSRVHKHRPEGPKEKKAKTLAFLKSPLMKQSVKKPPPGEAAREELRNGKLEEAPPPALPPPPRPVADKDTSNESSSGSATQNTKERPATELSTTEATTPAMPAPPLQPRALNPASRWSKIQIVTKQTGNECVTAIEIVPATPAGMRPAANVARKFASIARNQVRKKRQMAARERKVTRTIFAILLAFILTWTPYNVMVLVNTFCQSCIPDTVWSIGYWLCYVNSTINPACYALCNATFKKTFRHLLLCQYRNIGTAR
# CHRM5 agonist = agonists of human muscarinic M5 receptor (CHRM5); P08912; CHO-K1 hM5 cells, Fluo-8 calcium fluorescence; 0% DMSO wells, 100% maximal acetylcholine response; activation, % at 3 µM; 0.19% of 360,000 active; AID 624037;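 active means activation above the run's mean over test compounds plus 3 SD, cut at about 23% in these data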;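 further: signal is peak over basal fluorescence ratio across the kinetic read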
# CHRM4 antagonist = CHRM4 antagonism in calcium assay. AID 624125. 0.73% of 360,000 active. P08173. CHO-hM4 cells, ACh EC80, Fluo-8 calcium fluorescence. inhibition, % at 3 µM;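 active means inhibition above its plate's cutoff, the mean inhibition of sample wells plus 3 SD, cut at about 27% in these data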;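 further: 0% = acetylcholine EC80 with DMSO and 100% = DMSO without agonist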
# CHRM5 antagonist = CHRM5 antagonism in calcium assay; inhibition, % at 3 µM; P08912; CHO-hM5 cells, Fluo-8 calcium fluorescence, ACh EC80; 0.59% of 360,000 active; AID 624040;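 active means inhibition above a per-plate cutoff, the mean of that plate's test compounds plus 3 SD, cut at about 27% in these data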;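 further: 0% = acetylcholine EC80 with DMSO and 100% = DMSO without agonist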
# CHRM5 PAM = positive allosteric modulators of human muscarinic M5 receptor | P08912 | CHO-K1 hM5, Fluo-8 calcium, ACh EC20 PAM; 0% = ACh EC20, 100% = ACh EC100 | activation, % at 3 µM | 0.3% of 360,000 active;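 active means activation above the run cutoff, the mean activation of all test compounds plus 3 SD, cut at about 18% in these data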
#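 Assay system – human M5 receptor in CHO-K1 cells · Read-out – % activation, ACh-normalized · Technique – Fluo-8 calcium fluorescence · Dosing – single-point, 3 µM nominal · Incubation – Fluo-8 loading 80 min at 37 °C plus 30 min room temperature · Repeats – singlicate, one well per test compound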
# M4 PAM = CHRM4 positive allosteric modulation; P08173; CHO-K1 hM4/Gqi5, Fluo-8 calcium fluorescence, ACh EC20; 0% = ACh EC20, 100% = maximal ACh; activation, % at 3 µM; 0.4% of 360,000 active; AID 624126;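 active means activation above its plate's cutoff, the mean activation of sample wells plus 3 SD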; further: some results filed as inactive read as strong as hits
# The depositor's hits bear a star; nt = not tested or not shown.
SMILES,M1 antag,CRFR2-BP ag,CHRM1 PAM,CHRM4 agonist,CHRM5 agonist,CHRM4 antagonist,CHRM5 antagonist,CHRM5 PAM,M4 PAM
O=C(NC1CCCCC1)C(C1CC1)n1c(=O)c(-c2ccccc2)nc2ccccc21 (stereo not drawn),nt,nt,nt,-1,-1,-18,13,-7,-2
CSCCC(NS(=O)(=O)c1ccc(Cl)cc1)C(=O)OCc1cccc(Cl)c1 (stereo not drawn),-1,15,-2,4,-5,-12,9,-9,-12
Cc1ccc(/C=C/C(=O)NC2CCCCCCC2)o1,3,2.5,14,0,-2,7,5,2,28*
CC1CCCCC1NC(=O)CNC(=O)c1ccco1 (stereo not drawn),-3,-1.6,5,0,-4,-4,-5,9,0
CCOC(=O)c1ccccc1NC(=O)c1ccc(N(C)S(C)(=O)=O)cc1,-12,0.3,3,2,1,-4,2,1,7
CCOC(=O)C1(Cc2ccccc2C)CCCN(C(=O)CSC)C1 (stereo not drawn),-20,0.8,14,1,-5,-1,11,0,-1
CC(C)CNC(=O)CN(c1ccccc1)S(=O)(=O)c1ccccc1[N+](=O)[O-],-4,-1.4,3,0,-1,2,-10,4,-1
O=C(N/C(=C\c1cccc(Br)c1)C(=O)N1CCOCC1)c1ccco1,-1,-0.6,-1,0,-1,5,5,0,-9
Cc1cccc(NC(=O)C2COc3ccccc3O2)c1 (stereo not drawn),-10,-11,6,1,-8,-7,8,3,4
COc1ccc(NS(=O)(=O)c2ccc3c(c2)oc(=O)n3C)cc1Cl,0,7.5,9,9,4,3,19,-9,-8
CSc1ccc(Cl)c(C(=O)NCc2ccco2)c1,-7,-0.5,2,-1,-13,1,-12,-4,-1
COc1cc(CNc2ccc3[nH]c(=O)[nH]c3c2)ccc1OCc1ccc(F)cc1Cl,-10,0.3,5,0,-9,3,9,-8,-2
COCCN(C(=O)C(C)C)c1nnc(-c2ccc(C)cc2)s1,-17,-0.8,14,-1,-2,-5,0,-5,3
Cc1ccc(C(=O)Nc2nc(C)c(C(=O)Nc3ccc4c(c3)CCC4)s2)cc1,-4,-0.2,-2,1,-4,-9,3,-7,-6
O=C(Nc1cccc(Cl)c1)c1ccc(Cn2cc(Cl)cn2)cc1,-5,-1.4,7,1,-4,3,-1,2,-2
CN(C(=O)Cn1cc(C(F)(F)F)ccc1=O)c1c(N)n(Cc2ccccc2)c(=O)[nH]c1=O,-24,-2.1,19,1,2,19,-1,11,18
COc1cccc(S(=O)(=O)Nc2ccc(C(=O)N3CCCCCC3)cc2)c1,-6,1.4,4,5,-1,-13,-3,2,15
CC(C(=O)N1CCOCC1)N1C(=O)C2C3CC(C(Br)C3Br)C2C1=O (stereo not drawn),-15,3.9,13,1,-2,-1,0,-3,19
O=c1c2ccccc2nc(SCc2ccc([N+](=O)[O-])cc2)n1CCCO,12,2.4,-4,2,2,11,9,-6,4
Cc1ccccc1-c1csc(C(O)c2ccccc2)n1 (stereo not drawn),-1,nt,4,1,-1,-1,3,5,-4
CSc1nc(-c2ccccc2)nn1S(=O)(=O)c1ccccc1,-1,-3.0,0,0,-2,10,2,-3,-2
Cc1ccc(NC(=O)c2ccc(OC(=O)COc3ccc(Cl)c(C)c3)cc2)cc1,-4,-0.8,2,1,-4,-2,0,2,0
COc1cc2ccccc2cc1C(=O)Nc1ccc(O)cc1,-9,6.1,12,10,1,-7,16,-4,1
COc1ccccc1OCCNC(=O)CN1C(=O)NC2(CCCC2)C1=O,-2,0.4,3,1,-4,0,3,-10,-6
O=C(NCC1CCCO1)C(=O)NCC(c1ccco1)N1CCN(c2ccccc2F)CC1 (stereo not drawn),5,0.5,-5,9,1,0,12,-12,-3
C[C@H](NS(=O)(=O)c1ccc(Cl)cc1)C(=O)OCC(=O)N1CCOCC1,1,0.4,3,0,0,13,14,5,-1
COCCOC(=O)C1=C(C)NC2(O)c3ccccc3C(=O)C12O (stereo not drawn),-1,0.6,4,0,-2,-4,-8,-2,13
CCc1c(C(=O)NNC(=S)Nc2ccc(S(=O)(=O)Nc3ncccn3)cc2)csc1C,-26,-2.0,20,1,0,-10,-17,3,10
O=C(Nc1ccncc1)c1cc(C2CCCCN2C(=O)CCc2ccccc2)on1 (stereo not drawn),-15,nt,1,11,9,-11,-7,0,-2
NC(=O)C1Cc2ccccc2CN1S(=O)(=O)c1ccc(Cl)s1 (stereo not drawn),-1,-0.7,2,1,-3,3,8,-2,-2
CC(=O)NCCNc1nc2c(-c3cccc(C(F)(F)F)c3)nnn2c2ccccc12,1,1.5,5,1,0,-3,3,-1,-4
CCCN1CCN(CCCNC(=O)CN2C(=O)C(CC)Oc3ccccc32)CC1 (stereo not drawn),-6,2.3,6,0,-4,-4,-16,5,7
O=c1cc(CN2CC(O)Cc3ccc4ccccc4c32)nc2sccn12 (stereo not drawn),-16,1.1,13,4,-3,4,4,0,6
COc1ccc(CC(=O)NCCc2ccc(OC)c(OC)c2)cc1,-15,-0.1,5,0,1,9,5,-1,-7
COc1ccc(S(=O)(=O)N(C)C[C@H]2Oc3c(NC(=O)Nc4c(C)noc4C)cccc3C(=O)N([C@H](C)CO)C[C@@H]2C)cc1,-2,1.9,3,2,-1,-7,0,3,11
Cc1cc(-c2ccccc2)n2ncc(-c3ccccc3)c2n1,8,-1.0,-6,-1,-4,-9,-5,4,0
O=C(Cc1ccc(-n2c(=O)c3sccc3n(CC(=O)Nc3ccccc3F)c2=O)cc1)NCc1ccco1,-4,-2.2,0,0,1,-12,-9,6,-3
CCOC(=O)C1NN=C(C(=O)c2ccc(C)cc2)C1c1ccc(C)cc1 (stereo not drawn),-7,0.5,2,-1,-2,14,2,-5,-5
CCn1cc(CCC(=O)NCc2ccccc2OC)c2ccccc21,-4,-2.9,16,1,-6,-11,10,-2,1
Cc1sc2nc(C(C)(C)C)oc(=O)c2c1C,-7,0.5,8,2,0,7,3,5,9
COC(=O)CCCNC(=O)c1ccc(S(=O)(=O)NCc2ccco2)cc1,-14,0.5,7,0,-4,-11,4,5,2
COCCNC(=O)Cn1nc(C(F)(F)F)c(Br)c1C,-4,0.2,2,1,1,-9,8,-8,7
C#CCOCCOCCOCCNc1nc(N2CCN(C(=O)[C@H](CCCN=C(N)N)n3cc(C(N)[C@@H](C)CC)nn3)CC2)nc(N2CCN(C(=O)[C@H](CO)n3cc([C@@H](N)C(C)C)nn3)CC2)n1 (stereo partly drawn),14,-0.1,-17,0,1,-8,0,-2,1
COc1ccccc1-c1ccc2c(c1)C(C)(Cc1cccc(C#N)c1)C(=O)N2 (stereo not drawn),0,nt,-1,1,-1,-9,-2,4,0
Cc1coc2c1c(C)cc1oc(=O)c(CC(=O)N[C@H](C(=O)O)C(C)C)c(C)c12,-10,-0.6,12,1,-3,4,5,3,2
CCCCC(=O)Nc1cc(C)c(NC(=O)c2cccs2)cn1,6,-0.1,-3,1,-1,0,-4,3,1
O=C(CSc1nc2ccccc2c(=O)n1-c1ccccc1Cl)NCC1CCCO1 (stereo not drawn),-16,0.1,12,1,-2,-11,7,6,11
Cc1ccc(C)c(OCCC(=O)N2CCN(S(=O)(=O)c3ccc([N+](=O)[O-])cc3)CC2)c1,5,0.3,8,2,-1,-1,17,-2,6
Cc1ccc(NC(=S)Nc2ccc(S(=O)(=O)Nc3ncccn3)cc2)c(C)c1,-5,-1.5,8,0,-6,-6,5,-1,1
CCCCC[C@@H](C)N1C[C@H](COCc2ccccc2)Oc2cc(N3CCC[C@@H]3CO)ccc2S1(=O)=O,nt,nt,nt,0,-3,-6,12,-10,-1
CCCCCCC1CC(CC(=O)Nc2ccc([N+](=O)[O-])cc2)C(=O)O1 (stereo not drawn),-10,-3.3,4,-1,-2,4,-4,-6,0
N#Cc1c(N)nc2c(c1-c1ccncc1)CCCC2,-3,-1.7,5,2,2,12,-5,8,3
O/N=C1/CCSc2ccccc21,-7,-0.6,7,1,-2,-5,-1,-5,8
COc1ccc(S(=O)(=O)N2CCCC(C(=O)N3CCN(Cc4ccccc4)CC3)C2)cc1Cl (stereo not drawn),-4,-1.4,-9,7,1,12,-1,-1,-7
CC(C)CCCC(C)NC(=O)c1cc(S(=O)(=O)N2CCCCC2)ccc1N1CCOCC1 (stereo not drawn),-16,0.6,10,1,-2,-9,0,2,17
O=C(/C=C/c1cccc(F)c1)NNC(=O)c1ccncc1,-5,-1.1,5,2,3,-3,0,5,-1
Cc1nc(CC(=O)N/N=C/c2ccc(OCC(=O)O)cc2)cs1,-9,-1.1,4,0,5,-5,-3,1,6
CN1CCCCCC1=Nc1ccccc1C#N,27*,1.4,-16,0,-13,-3,4,-9,0
CN(Cc1ccc(Cl)s1)C(=O)CN1C(=O)N(C)C2(CCCCC2)C1=O,-4,-0.4,6,2,0,4,10,-3,11
Cc1cc(C)nc(NNS(=O)(=O)c2ccc(Cl)cc2)n1,-8,-1.4,-1,2,-3,-8,5,-9,-1

# Some of the entries so far, with each value named:
O/N=C1/CCSc2ccccc21
  M1 antag = -7
  CRFR2-BP ag = -0.6
  CHRM1 PAM = 7
  CHRM4 agonist = 1
  CHRM5 agonist = -2
  CHRM4 antagonist = -5
  CHRM5 antagonist = -1
  CHRM5 PAM = -5
  M4 PAM = 8

Cc1cc(C)nc(NNS(=O)(=O)c2ccc(Cl)cc2)n1
  M1 antag = -8
  CRFR2-BP ag = -1.4
  CHRM1 PAM = -1
  CHRM4 agonist = 2
  CHRM5 agonist = -3
  CHRM4 antagonist = -8
  CHRM5 antagonist = 5
  CHRM5 PAM = -9
  M4 PAM = -1

CCCCC[C@@H](C)N1C[C@H](COCc2ccccc2)Oc2cc(N3CCC[C@@H]3CO)ccc2S1(=O)=O
  M1 antag = nt
  CRFR2-BP ag = nt
  CHRM1 PAM = nt
  CHRM4 agonist = 0
  CHRM5 agonist = -3
  CHRM4 antagonist = -6
  CHRM5 antagonist = 12
  CHRM5 PAM = -10
  M4 PAM = -1

CC(C)CCCC(C)NC(=O)c1cc(S(=O)(=O)N2CCCCC2)ccc1N1CCOCC1 (stereo not drawn)
  M1 antag = -16
  CRFR2-BP ag = 0.6
  CHRM1 PAM = 10
  CHRM4 agonist = 1
  CHRM5 agonist = -2
  CHRM4 antagonist = -9
  CHRM5 antagonist = 0
  CHRM5 PAM = 2
  M4 PAM = 17

# Following part.
SMILES,M1 antag,CRFR2-BP ag,CHRM1 PAM,CHRM4 agonist,CHRM5 agonist,CHRM4 antagonist,CHRM5 antagonist,CHRM5 PAM,M4 PAM
COc1c(C)cc(C(O)c2ncc(-c3cccc(C(F)(F)F)c3)[nH]2)cc1C (stereo not drawn),-5,nt,10,9,1,-1,10,-4,5
Cc1nc2ncnn2c(C)c1CCC(=O)NC(C)c1ccc2c(c1)OCCO2 (stereo not drawn),-8,1.4,3,0,-1,-3,-7,1,-3
COc1cccc(N2CCN(S(=O)(=O)c3c(C)[nH]c(C)c3C(=O)N3CCCCC3)CC2)c1,3,0.7,21,1,0,-30,-11,4,3
Cc1nc(SCC(=O)NCc2ccco2)c2c(=O)n(C)c(=O)n(CC(C)C)c2n1,1,nt,-2,2,0,2,2,6,10
Nc1nn2cc(-c3ccc(Br)cc3)nc2c2ccccc12,-2,-0.7,4,3,-3,14,3,-4,16
COCCN1C(=O)C(=O)/C(=C(/O)c2ccc(S(=O)(=O)N3CCCCC3)cc2)C1c1ccc(OC)c(OC)c1 (stereo not drawn),-4,-5.4,7,0,-3,-6,-7,4,5

# Screens (PubChem)

# Rows are unselected. About 2.8% of those tested had a hit in this group.
